ERAP1 inh – blocks human ERAP1 aminopeptidase activity. inhibition, % at 10.7 µM. Q9NZ08. recombinant ERAP1, Leu-AMC fluorescence, 60 min. 340,000 compounds, 0.15% hits;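 active = mean replicate inhibition of at least 30%, or all replicates individually reaching that 30% level; inactive = mean below 30% and not every replicate reaching it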;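 note: 0% = neutral control wells and 100% = L-leucinethiol positive control wells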
Target sequence (Q9NZ08 whole entry, looked up): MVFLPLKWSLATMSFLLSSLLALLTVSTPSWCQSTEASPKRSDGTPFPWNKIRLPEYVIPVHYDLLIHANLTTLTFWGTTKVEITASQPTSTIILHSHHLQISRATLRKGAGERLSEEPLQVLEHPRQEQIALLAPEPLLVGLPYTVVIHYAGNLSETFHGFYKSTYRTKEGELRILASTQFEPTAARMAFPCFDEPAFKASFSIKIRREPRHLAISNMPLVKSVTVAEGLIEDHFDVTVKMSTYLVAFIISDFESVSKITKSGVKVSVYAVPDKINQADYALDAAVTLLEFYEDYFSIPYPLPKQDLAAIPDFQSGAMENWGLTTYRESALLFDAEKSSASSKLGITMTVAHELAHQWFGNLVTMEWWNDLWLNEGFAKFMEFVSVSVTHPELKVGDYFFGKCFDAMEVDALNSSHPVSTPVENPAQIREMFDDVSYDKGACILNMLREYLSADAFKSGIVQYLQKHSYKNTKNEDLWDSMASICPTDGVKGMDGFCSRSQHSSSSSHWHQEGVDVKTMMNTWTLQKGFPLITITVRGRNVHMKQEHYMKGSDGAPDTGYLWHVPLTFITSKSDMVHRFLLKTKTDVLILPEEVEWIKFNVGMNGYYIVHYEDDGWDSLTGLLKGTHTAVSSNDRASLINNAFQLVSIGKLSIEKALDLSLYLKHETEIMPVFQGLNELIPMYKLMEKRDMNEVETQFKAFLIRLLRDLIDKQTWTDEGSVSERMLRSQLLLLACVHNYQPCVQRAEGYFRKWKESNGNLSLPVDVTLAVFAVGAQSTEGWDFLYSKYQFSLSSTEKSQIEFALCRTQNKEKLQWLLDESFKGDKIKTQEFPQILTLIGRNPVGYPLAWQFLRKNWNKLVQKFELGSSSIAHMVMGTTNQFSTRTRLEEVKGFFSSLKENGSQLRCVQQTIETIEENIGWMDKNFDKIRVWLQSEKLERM
PglD DTNB – inhibitors of Campylobacter jejuni PglD acetyltransferase. purified PglD enzyme, DTNB colorimetric CoA detection. inhibition, % at 12.5 µM. 360,000 compounds, 0.098% hits. AID 602405; in the data active = inhibition above about 16%, passing the limit was not always enough; inconclusive = no clear call, values can overlap the other calls; note: strong numbers were not always called active
PGC1a acetyl inh – modulators of PGC1a acetylation. inhibition, % at 15.6 µM. 350,000 compounds, 0.17% hits. AID 651687. U2OS PGC1a acetylation, AlphaScreen anti-acetyl-lysine; with virally co-expressed GCN5 acetyltransferase;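 active = every replicate shows inhibition of at least 40%; inconclusive = mean inhibition at least 40% but some replicate below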;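 note: 0% = neutral control wells and 100% = positive control wells; some results beyond the cut were filed as inactive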
S100A4 inh HTS – blocks human S100A4 binding to myosin IIA peptide. P26447. S100A4/TAMRA-MyoIIA peptide fluorescence polarization. inhibition, % at 10.7 µM. 360,000 compounds, 0.14% hits. AID 652163;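 active = mean inhibition of at least 70% across replicates, with every replicate also reaching that level; inconclusive = mean inhibition reaches 70% but some replicates fall short; inactive = mean inhibition below 70%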
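Assay system: human S100A4 monomer with TAMRA-labelled myosin IIA peptide / Buffer or medium: Calcium-containing HEPES buffer, pH 7.2 / Reagent: TAMRA-labelled myosin IIA heavy-chain peptide probe, 5 nM / Compound: one dose per compound / Timing: polarization read 5 min after assay mix addition, stable 5–60 min / Benchmarks: neutral control DMSO, positive control TFP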
EWS-Fli block – EWS/Fli transcriptional activity inhibition | inhibition, % at 12.6 µM | 350,000 compounds, 0.67% hits | A673 NR0B1-luciferase reporter, viability-normalised;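 active = mean inhibition of at least 50% after viability correction, with every replicate also passing that limit; inconclusive = mean reaches 50% but only one of two replicates passes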;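 note: firefly luciferase signal divided by Alamar Blue viability fluorescence both relative to DMSO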
PAX8 inh HTS – PAX8 transcriptional activity inhibition | RMG-I TPO-luciferase reporter, SteadyGlo, 24 h | inhibition, % at 12.6 µM | 360,000 compounds, 1.2% hits;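 active = mean replicate inhibition at least 60% with every replicate also reaching 60%; inconclusive = only one of the two criteria is met; inactive = mean below 60% and not all replicates reaching 60%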;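 note: luciferase light reporting Pax8 driven TPO promoter activity; plate controls were median of neutral control wells for no effect and mitoxantrone controls for full effect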
FN deposition inh – fibronectin deposition inhibition. AH1F fibroblasts, Alexa488-fibronectin deposition fluorescence, overnight. inhibition, % at 12.6 µM. 350,000 compounds, 0.086% hits. AID 743247;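 active = mean inhibition across replicates of 30% or more, regardless of how many single replicates reach that level; inconclusive = mean under 30% yet at least half of replicates reach 30%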;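 note: positive control wells lacked labelled fibronectin entirely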
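Assay system: AH1F fibroblasts / Quantity: 10000 cells per well / Medium: DMEM plus 2% serum, read in PBS / Reagent: labelled fibronectin 24 nM / Dosing: single dose, pinned / Times: 1 h cell attachment, overnight exposure to compound and label / Signal: fluorescence, ex 485 nm, em 525 nm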
LGR2 antag – inhibitors of bursicon-induced Drosophila LGR2 receptor cAMP signaling; 380,000 compounds, 0.35% hits; HEK293 LGR2, CRE-luciferase, bursicon-stimulated, 4 h; inhibition, % at 9.99 µM;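 active = drop in luminescence signal, shown as inhibition above about 50% in the replicate tests, limit read from the data, passing the limit was not always enough; inconclusive = probably only some replicates passing the limit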;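 note: agonist challenge used bursicon conditioned medium at about half maximal strength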
* = called active by the depositor; u = inconclusive; x = not tested or not shown; & = joins results of further samples. Rows are unselected. Share with any hit: about 2.1%.

SMILES	ERAP1 inh	PglD DTNB	PGC1a acetyl inh	S100A4 inh HTS	EWS-Fli block	PAX8 inh HTS	FN deposition inh	LGR2 antag
O=S(=O)(O)c1cnccc1Nc1cccc(C(F)(F)F)c1	x	3	2	-1	3	12	5	5
CN(C)c1ccc(CNS(=O)(=O)c2ccc3c(c2)NC(=O)CS3)cc1	5	6	-9	13	x	18	20	-8
O=C(NCC1CCOCC1)C1CCC(=O)N(Cc2cccc(C(F)(F)F)c2)C1 (stereo unspecified)	-2	-2	-10	-2	2	-13	3	-13
CC(C)(C)S(=O)N1Cc2cc(C(=O)N3CCc4ccccc4C3)nc(-c3cccc(-c4cccnc4)c3)c2[C@@H]1CCO (stereo partly specified)	-1	3	13	-6	6	2	6	4
CC(C)COc1cccc(C(=O)N2CCN(C(=O)c3ccco3)CC2)c1	-1	-1	1	1	1	0	-2	-1
COC(=O)c1ccc(C23CC4(C2)[C@H](CN(CC2CCCCC2)[C@@H]4c2ccccc2)C3c2ccccc2)cc1 (stereo partly specified)	1	-3	x	-2	8	3	-6	-12
O=c1[nH][nH]c2c1[C@H](c1ccc(Cl)cc1)O[C@H](C1CC1)C2	1	x	x	10	-24	-8	-5	-17
C[C@@H]1CN([C@@H](C)CO)C(=O)c2cc(NS(=O)(=O)c3ccccc3)ccc2O[C@H]1CN(C)S(=O)(=O)c1cccs1	-2	0	1	2	3	0	x	-7
Cc1cc(N2CCN(C)CC2)nc2ccc(NC(=S)N3CCC4(CC3)OCCO4)cc12	4	5	9	-1	1	4	7	-12
Cc1csc2c(=O)sc(NC(=O)c3cccs3)nc12	x	-3	-16	-4	-7	14	1	x

As entered above:
`O=C(NCC1CCOCC1)C1CCC(=O)N(Cc2cccc(C(F)(F)F)c2)C1` (stereo unspecified) @ PAX8 inh HTS = -13
`CC(C)COc1cccc(C(=O)N2CCN(C(=O)c3ccco3)CC2)c1` @ PglD DTNB = -1

Later entries
SMILES	ERAP1 inh	PglD DTNB	PGC1a acetyl inh	S100A4 inh HTS	EWS-Fli block	PAX8 inh HTS	FN deposition inh	LGR2 antag
COc1ccc(C(=O)N(C)CC(O)c2ccccc2)cc1OC1CCN(C(C)=O)CC1 (stereo unspecified)	-5	-1	x	0	x	-11	9	-6
CCOC(=O)C1CCN(c2nc3c(C)cccn3c(=O)c2/C=C(\C#N)S(=O)(=O)c2ccccc2)CC1	2	x	-8	-11	0	13	2	8
CCNC(=O)C[C@@H]1CC[C@@H]2[C@@H](COc3ccc(NC(=O)Cc4cccs4)cc3C(=O)N2C)O1	0	1	7	0	-5	7	1	3
COCC(=O)N1C[C@@H](C)[C@@H](OC)CN(C)C(=O)c2ccc(NC(=O)c3ccccc3)cc2OC[C@H]1C	2	0	-4	-12	-6	x	2	10
CCOC(=O)C(Cc1c(F)cccc1Cl)c1ccno1 (stereo unspecified)	-2	x	x	29	2	3	17	10
CC(=O)Oc1ccc(-c2cccc(C(=O)NCCCO)c2)cc1	x	-3	3	x	x	-31	1	-2
O=C(COC(=O)c1sc2cc(F)ccc2c1Cl)Nc1ncc(Cl)cc1Cl	0	x	x	-1	10	38	5	20
Cn1c(=O)c2c(ncn2CC(=O)N2CCN(S(=O)(=O)c3ccc(F)cc3)CC2)n(C)c1=O	3	2	x	11	0	10	10	x
CCOC(=O)c1c(C)nc2ccccc2c1-c1ccccc1	x	6	-7	x	x	17	-4	-12
Cc1cc(F)ccc1NC(=O)C(C)n1c2ccccc2c2nc(=O)cc(C)n21 (stereo unspecified)	3	2	-4	11	2	4	-12	-2
CNC[C@H]1Oc2ccc(NC(=O)Cn3cnnn3)cc2CC(=O)N([C@@H](C)CO)C[C@@H]1C	7	-1	-1	-7	3	16	x	7
Nc1ncnc2c1ncn2[C@H]1CC[C@@H](CO)O1	1	-1	1	-2	0	x	x	-8
CC1CCN(CCNC(=O)C2CCN(S(=O)(=O)c3cccc4nsnc34)CC2)CC1	-2	5	-8	-5	0	-5	23	0
COC(=O)c1cc(S(=O)(=O)N(C)C2CCCCC2)oc1C	1	-1	9	-4	6	14	-9	4
CCN(CC)C(=O)CSc1nc(N)c(-c2ccccc2)c(=O)[nH]1	-2	x	x	-13	1	-12	11	-20
CC1CCCN(c2nc3c(c(=O)[nH]c(=O)n3C)n2Cc2ccccc2Cl)C1 (stereo unspecified)	6	1	5	4	6	8	4	-4
Cc1cc(C)c2c(N)c(C(=O)N/N=C/c3ccccc3)sc2n1	-3	x	-9	-2	-124	-103	2	x
O=C(CCc1ccccc1)Nc1nc2nc(-c3ccccc3)cc(=O)n2[nH]1	x	4	8	x	x	5	3	x
CCCCc1c(Cc2cccc(F)c2)ncn1CCc1ccccc1OC	1	x	x	-1	14	11	-10	u
COCC(=O)N1C[C@H]2[C@@H](c3ccccc31)[C@H](CO)N2C(=O)C1CC1	0	-4	-12	3	-2	1	3	7
Cc1nnc(NC(=O)CSc2ccc3nnc(-c4ccccn4)n3n2)s1	-1	x	5	-13	-7	5	-6	-12
Cc1cc(OCc2cccc(S(=O)(=O)N3CCOCC3)c2)ccc1Cl	0	-3	11	-2	8	-3	-10	-6
O=C(c1cn(-c2ccccc2)nc1-c1cccnc1)N1CCN(S(=O)(=O)c2cccc(F)c2)CC1	0	4	8	-4	2	4	-2	8
O=C(C1CCCCN1S(=O)(=O)c1ccccc1[N+](=O)[O-])N1CCCC1 (stereo unspecified)	5	x	x	-2	22	13	9	12
CC(C)NC(=O)Nc1ccc2c(c1)C(=O)N([C@@H](C)CO)C[C@@H](C)[C@@H](CN(C)C(=O)NC(C)C)OCCCC[C@H](C)O2	3	1	0	-7	x	5	-8	-3
CCCC(=O)Nc1ccc2c(c1)OC[C@@H](C)N(C(=O)CC1CC1)C[C@@H](C)[C@H](OC)CN(C)C2=O	0	-2	-6	-10	-2	2	-7	14
Nn1c(-c2ccccc2)nc2ccccc2c1=O	0	3	16	8	4	5	-5	-2
COc1ccc(N2CCN(C(=O)c3ccc4ccccc4n3)CC2)cc1	12	x	x	-8	3	22	-2	0
Nc1ccc2nc(Cc3ccccc3)[nH]c2c1	x	-6	8	-2	-2	22	-3	-11
CS(=O)(=O)N1C[C@@H](O)COC[C@@H]2O[C@H](CC(=O)NCc3ccccc3)CC[C@H]21	x	9	2	x	5	-33	12	2
CCOc1ccc(C2/C(=C(\O)c3ccc4c(c3)OCCO4)C(=O)C(=O)N2CCN2CCOCC2)cc1OC (stereo unspecified)	-3	4	x	-3	-3	5	x	-11
C[C@@H]1CN([C@H](C)CO)C(=O)c2cccc(NC(=O)c3cnccn3)c2O[C@@H]1CN(C)Cc1ccc(-c2ccccc2)cc1	1	-1	-18	13	5	14	x	-4
Cc1ccc(NS(=O)(=O)c2c(C(=O)N3CCCCCC3)c(C)n(C)c2C)cc1C	-2	-4	-26	-3	6	-6	2	22
CC(=O)Nc1ccc(S(=O)(=O)NCCSCc2c(Cl)cccc2Cl)cc1	x	-2	-3	x	x	17	6	x
CCC(c1nnnn1C(C)(C)C)N1CCN(C(=O)c2ccco2)CC1 (stereo unspecified)	0	-4	3	-1	-19	-10	1	13
CN(C(=O)CSc1nc2c(c(=O)[nH]1)CCC2)c1ccccc1	-1	-11	6	1	3	11	-5	-35
C[C@H](CO)N1C[C@H](C)[C@@H](CN(C)S(=O)(=O)c2ccc(Oc3ccccc3)nc2)OCc2cn(nn2)CCCC1=O	-4&2	-4	-3&4	-7&10	-5&-6	-9	6&-10	-3&3
CC(=O)N1[C@H](CO)[C@@H](c2ccc(-c3ccc(C#N)cc3)cc2)C12CN(C(=O)C1CC1)C2	-3	x	11	-3	2	-1	1	-15
O=C(Nc1ccc(Cl)c(Cl)c1)Nc1ccccc1NS(=O)(=O)c1cccs1	-4	x	-4	-4	0	-1	0	-11
O=C1NC(=O)C(Cc2ccccc2)(c2ccccc2)N1 (stereo unspecified)	1	3	-4	-2	-2	-16	5	12
CCOC(=O)Nc1nc2ccc(Cn3cccc3)cc2[nH]1	-4	x	x	-4	51*	x	2	-33
COc1ccc(CN(C)C(=O)COC(=O)c2cnc(Cl)c(Cl)c2)cc1	-1	-1	-6	-2	2	-1	5	-9
NC(Cc1ccc(F)cc1)c1csc(NC(=O)NC(c2ccccc2)c2ccccc2)n1 (stereo unspecified)	1	6	-15	21	37	11	-6	-12
O=C(c1ccsc1)N1CCCC(N2CCN(c3ccccc3F)CC2)C1 (stereo unspecified)	-5	-3	6	5	x	-22	-1	0
Cc1ccc(C(=O)OC(C)C(=O)NCc2ccc3c(c2)OCO3)cc1S(=O)(=O)N1CCOCC1 (stereo unspecified)	-6	-6	-6	-2	-6	0	-7	-1
C[n+]1c2n(c3ccccc31)N=C(c1cc(C(C)(C)C)c(O)c(C(C)(C)C)c1)CS2	7	x	-88	-18	47	92*	x	86*

Entries above that contain an NH in an aromatic ring (7):
SMILES	ERAP1 inh	PglD DTNB	PGC1a acetyl inh	S100A4 inh HTS	EWS-Fli block	PAX8 inh HTS	FN deposition inh	LGR2 antag
O=c1[nH][nH]c2c1[C@H](c1ccc(Cl)cc1)O[C@H](C1CC1)C2	1	x	x	10	-24	-8	-5	-17
CCN(CC)C(=O)CSc1nc(N)c(-c2ccccc2)c(=O)[nH]1	-2	x	x	-13	1	-12	11	-20
CC1CCCN(c2nc3c(c(=O)[nH]c(=O)n3C)n2Cc2ccccc2Cl)C1 (stereo unspecified)	6	1	5	4	6	8	4	-4
O=C(CCc1ccccc1)Nc1nc2nc(-c3ccccc3)cc(=O)n2[nH]1	x	4	8	x	x	5	3	x
Nc1ccc2nc(Cc3ccccc3)[nH]c2c1	x	-6	8	-2	-2	22	-3	-11
CN(C(=O)CSc1nc2c(c(=O)[nH]1)CCC2)c1ccccc1	-1	-11	6	1	3	11	-5	-35
CCOC(=O)Nc1nc2ccc(Cn3cccc3)cc2[nH]1	-4	x	x	-4	51*	x	2	-33

Screening data deposited in PubChem by Broad Institute.
